# PTEN del growth: growth suppression of PTEN-null HCT116, primary screen, cell-based, CellTiter-Glo; viability, % at 10 µM; AID 827, 2007; 140,000 tested, 1.2% active; HCT116 PTEN-null viability, 60 h; active compounds read low;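 active = viability at or below a set limit, 4 SD under the median of all tested compounds, cut at about 3.7% in these data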;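 note: PTEN knockout HCT116 line with beta catenin targeted HCT116 as companion control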
# BB579 growth dn: growth inhibitors of yeast BB579 in restrictive medium, primary screen, yeast lifespan-shortening project, S. cerevisiae; OD615, 48 h; inhibition, % at 10 µM; 140,000 tested, 0.51% active; AID 804, 2007;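 active = inhibition above a set limit, 3 SD over the mean compound inhibition, cut at about 44% in these data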; note: inactives centre near -24
#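 Material: Saccharomyces cerevisiae DeaD strain BB579, replicative lifespan model yeast; buffer or medium: CSMM-D restrictive synthetic medium containing dextrose (glucose); compound: 10 µM single dose, DMSO 0.25%; timing: 48 h compound exposure at 30 °C after 4 h preincubation; signal: turbidity as optical density at 615 nm; benchmarks: positive control amphotericin B 10 µg/mL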
# Measles CPE: compounds protecting cells from measles virus cytopathic effect, primary screen, measles RdRp inhibitor project, single point, MLSMR library, absorbance | Measles virus-infected cells, CPE protection | protection (pct of control), % at 4 µM | 140,000 tested, 1.5% active | AID 841, 2007; in the data active = protection mostly above about 24%, no sharp cut-off; inactive = mostly below about 26%; note: some compounds called inactive have numbers as strong as hits
# MRP-1 activ: H69AR viability gain despite doxorubicin, primary screen, MRP-1 activator project, H69AR cells, CellTiter-Glo | 140,000 tested, 0.61% active | viability rescue | viability increase, % at 10 µM;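 active = viability gain under doxorubicin at or above a set limit, the compound median plus 3 SD, cut at about 4.7% in these data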;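 note: MRP-1 overexpressing cells given doxorubicin 25 µM after compound pretreatment; 18-22 h compound pretreatment then 72 h with doxorubicin before readout; 0% = doxorubicin-only wells and 100% = vehicle-treated cells without doxorubicin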
# HCT116 bCat-KO: primary screen for growth suppressors in beta-catenin knockout HCT116 cells (colon tumor, human); HCT116 beta-catenin knockout viability, CellTiter-Glo, 60 h; active compounds read low; viability, % at 10 µM; 140,000 tested, 1.5% active; AID 818, 2007;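 active = viability at or under a set limit, the compound median less 4 SD, cut at about 6% in these data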;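 note: 0% = Hyamine 1622 control at 20 µM and 100% = untreated cell control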
# GALR2 blocker: GALR2 antagonists in receptor-expressing cells, primary screen; Galanin receptor type 2 (Homo sapiens), O43603; antagonist mode; inhibition, % at 4 µM; 140,000 tested, 0.39% active; AID 828, 2007; in the data active = inhibition above about 27%;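 note: cells stimulated with galanin 1-16 at roughly its EC80; 0% = agonist challenge control and 100% = basal control without agonist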
# Target sequence (O43603 whole entry, looked up): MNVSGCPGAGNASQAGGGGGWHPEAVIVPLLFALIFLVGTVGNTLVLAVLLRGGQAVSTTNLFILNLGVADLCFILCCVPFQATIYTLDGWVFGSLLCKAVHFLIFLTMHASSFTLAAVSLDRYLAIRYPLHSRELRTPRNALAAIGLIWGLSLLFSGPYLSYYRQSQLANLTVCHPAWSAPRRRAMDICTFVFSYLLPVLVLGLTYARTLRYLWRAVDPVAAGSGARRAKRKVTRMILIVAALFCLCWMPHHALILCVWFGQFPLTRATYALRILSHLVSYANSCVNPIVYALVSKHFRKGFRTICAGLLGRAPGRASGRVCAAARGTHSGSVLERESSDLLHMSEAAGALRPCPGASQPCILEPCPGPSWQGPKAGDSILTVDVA
# Yeast life ext: compounds extending yeast replicative lifespan, primary screen, S. cerevisiae, OD615. S. cerevisiae growth with nicotinamide; deaD strain in restrictive glucose medium. inhibition of the nicotinamide effect, % at 10 µM. 130,000 tested, 0.68% active. AID 775, 2007;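 active = inhibition above a set limit, placed 3 SD over the median of all compounds, cut at about 26% in these data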;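 note: 0% = nicotinamide-treated wells and 100% = cells grown without nicotinamide; some compounds called inactive have numbers as strong as hits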
#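 Assay system: engineered S. cerevisiae DeaD replicative-lifespan strain, galactose-grown log-phase cells; medium: restrictive CSMM-D dextrose medium; also added: nicotinamide, 1.5 mM, co-present with compound; schedule: 48 h compound exposure at 30 °C, humidified; detection: absorbance at 615 nm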
# E-sel TNF inh: E-selectin induction blockers in HUVEC – imaging, immunofluorescence, high content, primary screen; inhibition, % at 2 µM; HUVEC TNFa-induced E-selectin immunofluorescence; 120,000 tested, 0.71% active;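 active = inhibition above the batch mean plus 3 SD, and confirmed as a hit on visual image review, cut at about 43% in these data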;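 note: 0% = TNF-stimulated DMSO wells and 100% = unstimulated control wells; not every result past the cut was called active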
# NPY Y2 blocker: NPY-Y2 receptor antagonists, primary screen, cell-based; Neuropeptide Y receptor type 2 (Homo sapiens), P49146; AID 793, 2007; NPY-Y2 expressing cells, antagonist mode; 140,000 tested, 0.99% active; inhibition, % at 2.7 µM; in the data active = inhibition above about 17%;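 note: 0% = vehicle with agonist challenge and 100% = reference antagonist with challenge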
# Target sequence (P49146 whole entry, looked up): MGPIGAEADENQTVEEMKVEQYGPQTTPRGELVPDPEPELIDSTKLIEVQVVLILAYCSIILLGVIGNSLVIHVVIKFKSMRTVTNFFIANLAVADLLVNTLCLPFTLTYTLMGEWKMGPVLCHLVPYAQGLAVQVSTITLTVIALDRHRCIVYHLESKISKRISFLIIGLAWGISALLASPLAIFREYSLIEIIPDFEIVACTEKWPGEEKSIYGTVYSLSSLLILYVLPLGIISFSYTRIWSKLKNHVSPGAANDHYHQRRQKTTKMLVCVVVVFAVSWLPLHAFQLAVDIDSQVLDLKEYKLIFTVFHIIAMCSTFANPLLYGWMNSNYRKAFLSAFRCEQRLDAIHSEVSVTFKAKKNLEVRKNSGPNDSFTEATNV
# Phagocyt inh: inhibitors of macrophage phagocytosis, primary screen, imaging, J774A.1 cells, IgG beads. J774A.1 macrophage IgG-bead phagocytosis. inhibition, % at 5 µM. 110,000 tested, 0.07% active. AID 1029, 2008;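 active = inhibition above the mean of the plate negative controls plus 5 SD, cut at about 13% in these data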;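 note: phagocytic index as fraction of beads internalized from green versus red external bead signal; plate controls were DMSO negative control for no effect and cytochalasin-D positive control for full effect; some results beyond the cut were filed as inactive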
# * hit, by the source's call; nt = no result given.
SMILES,PTEN del growth,BB579 growth dn,Measles CPE,MRP-1 activ,HCT116 bCat-KO,GALR2 blocker,Yeast life ext,E-sel TNF inh,NPY Y2 blocker,Phagocyt inh
O=C(Cn1cc([N+](=O)[O-])cn1)Nc1ccccn1,104,-26,14,-1.4,94,6,1,-28,5,nt
CCCN(CCC)S(=O)(=O)c1ccc(C(=O)N2CCC(=O)c3ccccc32)cc1,83,-24,0,-3.6,91,-5,-16,-20,2,0
COc1ccccc1CCNC(=O)c1cnccn1,90,-49,13,-0.1,90,-17,-9,70*,-2,-2
CCc1ccc(NC(=O)c2ccc(C3SCC(=O)N3CCc3ccccc3)cc2)cc1 (configuration not stated),21,-43,47,-1.1,15,-6,-2,-9,0,0
CCc1cccc2c(=O)c(C(=O)NCCN3CCOCC3)c[nH]c12,101,-35,14,0.9,93,8,3,2,2,4
CCC(=O)N1CCN(c2ccccc2NC(=O)c2ccc(OC)c(Cl)c2)CC1,82,9,10,-3.2,92,-9,-6,11,3,2
O=C(CCc1ccccc1)NC(=S)Nc1cc(C(F)(F)F)ccc1N1CCOCC1,73,-21,0,-3.7,74,-1,0,16,2,nt
CCc1nnc(SCc2cn3c(C)cc(C)nc3n2)n1N,84,0,4,-1.6,92,-2,-16,16,4,1
CCOC(=O)C1=C(C)NC(C)=C(C(=O)OCC)C1C,92,-45,12,-1.3,86,-4,4,-9,5,-3
CC(C)CC(=O)NC(=S)Nc1ccc(NC(=O)c2ccco2)cc1,95,-49,5,-0.7,96,5,3,14,0,-1
O=[N+]([O-])c1ccc(Sc2nccn2Cc2ccccc2)cc1,76,-38,2,-1.2,80,1,-6,-30,3,nt
COC(=O)c1sccc1NC(=O)CN(C)NS(=O)(=O)c1ccc(F)cc1,102,-26,13,-4.1,99,11,-11,-14,1,nt
Cc1nn(CCC(=O)NNC(=S)Nc2cccc(Cl)c2)c(C)c1[N+](=O)[O-],90,-12,12,-2.5,101,6,nt,21,3,nt
Cc1cc(C)n2nnnc2c1C#N,100,-32,10,0.7,104,1,-5,nt,1,0
O=C(c1cccc(F)c1)N1CCN(c2cc(N3CCCCC3)c(F)cc2[N+](=O)[O-])CC1,73,-77,31,0.2,65,-6,-20,51*,2,0
COc1ccc(NC(=O)C(=O)NCCC2=CCCCC2)c(OC)c1,95,-39,12,-0.6,99,2,2,-16,10,nt
Cc1ccc(S(=O)(=O)NCCC2(C(C)C)CCOC(C)(C)C2)cc1 (configuration not stated),95,-18,6,-2.4,104,1,-8,-5,2,-3
COc1cccc(/C=N/NC(=O)CCn2nnc3ccccc32)c1,103,-19,7,3.0,106,4,-1,nt,4,-13
O=C(NCc1cccs1)c1ccc(Br)o1,93,-51,12,-1.4,86,7,-3,-7,2,0
Cc1ccc(-c2nnn(CCOc3cccc(Br)c3)n2)cc1,103,-54,13,-1.2,95,-9,2,nt,12,-8
COC(=O)c1nnn(CC(=O)Nc2cccc(Cl)c2)c1C(=O)OC,98,-13,5,-2.5,103,-8,-20,12,0,2
CCOC(=O)N1CCC(n2c(=S)[nH]c3ccccc3c2=O)CC1,111,-50,2,0.0,106,-8,0,nt,1,3
Cc1ccc(Cn2c(C(=O)NCCCN3CCOCC3)cc3sccc32)cc1,62,-59,4,-4.0,62,2,-1,23,4,-1
CCNCc1cc(OCC)c(OCC(=O)NCCc2ccccc2)cc1Cl,107,13,8,-2.9,103,4,-21,-10,2,nt
CSc1ccc(NC(=O)CC(C)=O)cc1,97,-37,29,2.3,94,-5,-10,nt,2,0
Cc1cccc2nc(=S)n(C(=O)c3ccco3)n12,74,-12,5,-4.0,61,-3,-13,-12,4,-1
Cc1c(NS(=O)(=O)c2ccccc2)c(=O)n(-c2ccccc2)n1C,93,-18,14,-3.2,95,-10,-16,20,4,-1
CCC(C)NC(=O)COc1ccccc1[N+](=O)[O-] (configuration not stated),96,-26,nt,0.5,99,17,4,nt,3,-6
Clc1ccc(-c2csc(N3CCSCC3)n2)cc1,99,-32,24,-0.3,102,5,-6,39,0,-10
CC(C)(C)c1ccc(C(=O)c2c[nH]c(C(=O)NCc3cccnc3)c2)cc1,84,-42,3,-4.1,90,-8,-1,nt,1,-2
N#CC1=C(N)OC2=C(CCc3ccccc32)C1c1ccccc1 (configuration not stated),10,-26,4,-3.5,11,-1,0,nt,4,15
Brc1ccc(CSc2ncnc3nc[nH]c23)cc1,99,2,18,2.8,108,20,-11,26,8,2
CC(=O)Nc1cccc(NC(C)=O)n1,92,-22,6,0.8,93,-8,nt,9,3,nt
CCN1CCN(c2cc(C)c3cc(NC(=O)c4cnccn4)ccc3n2)CC1,71,2,6,-4.3,75,nt,-12,nt,nt,0
COC(=O)C1CCN(C(=O)COc2ccc(Cl)cc2)CC1,96,36,2,-0.3,97,-13,-11,-13,3,4
Cc1ccc(C)c(CN2C(=O)C(C)Oc3ccc(C)cc32)c1 (configuration not stated),92,-26,3,-3.9,81,-11,0,1,6,1
Cc1ccccc1NC(=O)C1CC(=O)N(c2ccccc2F)C1 (configuration not stated),94,6,9,-1.2,100,-3,-8,4,3,-1
Cn1c(NC(=S)Nc2ccccc2)nc2ccccc21,60,-64,4,-2.6,72,14,7,nt,2,nt
Cc1ccn(CC(=O)N/N=C/c2cc([N+](=O)[O-])ccc2O)n1,64,32,12,-0.6,63,13,2,nt,-1,-3
CC(C)(C)C1CCC(=NNc2ncc(C(F)(F)F)cc2Cl)CC1 (configuration not stated),89,-48,1,3.3,86,4,-10,1,0,2

# Retrieved by compound from above (three):
SMILES,PTEN del growth,BB579 growth dn,Measles CPE,MRP-1 activ,HCT116 bCat-KO,GALR2 blocker,Yeast life ext,E-sel TNF inh,NPY Y2 blocker,Phagocyt inh
O=[N+]([O-])c1ccc(Sc2nccn2Cc2ccccc2)cc1,76,-38,2,-1.2,80,1,-6,-30,3,nt
O=C(c1cccc(F)c1)N1CCN(c2cc(N3CCCCC3)c(F)cc2[N+](=O)[O-])CC1,73,-77,31,0.2,65,-6,-20,51*,2,0
CCc1cccc2c(=O)c(C(=O)NCCN3CCOCC3)c[nH]c12,101,-35,14,0.9,93,8,3,2,2,4

# Additional compounds:
SMILES,PTEN del growth,BB579 growth dn,Measles CPE,MRP-1 activ,HCT116 bCat-KO,GALR2 blocker,Yeast life ext,E-sel TNF inh,NPY Y2 blocker,Phagocyt inh
CC1=NC2(CCCc3c2no[n+]3[O-])N(O)C1(C)C (configuration not stated),91,-32,3,-2.3,108,-7,-12,1,1,nt
CCCC1CCC(C(=O)Nn2cnc3ccccc3c2=O)CC1 (configuration not stated),97,-45,16,1.3,111,-5,-9,-9,7,1
Cc1ccccc1OCC(=O)Nc1ccc(C(N)=O)cc1,93,-58,23,0.2,93,12,-8,13,4,0
CCCc1cc(=O)n2[nH]c(NCc3ccc(Cl)cc3Cl)nc2n1,91,-15,8,-1.4,109,1,-15,6,4,-1
CC(C)(C)NC(=O)C(c1ccncc1)N(C(=O)CNC(=O)c1ccco1)c1ccc2c(c1)OCO2 (configuration not stated),94,-32,12,-4.2,98,-4,-5,6,-1,-1
O=C(COC(=O)c1ccc2c(c1)C(=O)N(Cc1ccncc1)C2=O)Nc1ccccc1[N+](=O)[O-],96,-19,12,-2.5,97,12,-3,-12,1,-1
CC(=O)Nc1ccccc1-c1nc2ccc(C(=O)N3CCN(c4ccccc4)CC3)cc2[nH]c1=O,84,-25,24,0.3,80,12,-8,nt,-1,0
COc1ccc(NC(=O)CSc2nnc(NC(=O)c3ccc(S(=O)(=O)N4CCOCC4)cc3)s2)cc1,87,-71,28,-1.4,90,-4,0,nt,3,2
COC1C/C(=N\O)C2OC(c3ccccc3)OCC2O1 (configuration not stated),104,-41,8,-0.8,86,3,1,6,0,-2
COc1ccc(OCc2cccc(C(=O)Nc3cc(C)on3)c2)cc1,94,-49,11,-1.8,88,4,nt,-4,1,nt
CCOC(=O)c1c(NC(=O)Cn2c(C)nc3ccccc32)sc2c1CCC2,88,-56,3,0.0,96,1,0,-19,0,-1
COc1ccc(-c2csc(N(CC3CCCO3)C(=O)c3ccc(C)cc3)n2)cc1 (configuration not stated),71,-45,14,-2.4,66,-14,nt,2,5,nt
Cc1nc(N/C(N)=N/S(=O)(=O)c2ccc([N+](=O)[O-])cc2)nc2ccccc12,82,-9,9,-0.7,84,0,-4,4,1,-7
Cc1ccc(S(=O)(=O)NCC(=O)N2CCC(C)CC2)cc1,110,-64,15,-0.3,96,-2,0,nt,1,0
CC(C(=O)NCCN1CCOCC1)c1ccc([N+](=O)[O-])cc1 (configuration not stated),87,-1,12,0.9,80,6,3,nt,1,-6
O=C(Nc1nc(-c2ccc(S(=O)(=O)N3CCCC3)cc2)cs1)C1COc2ccccc2O1 (configuration not stated),59,-86,4,0.3,65,13,-5,-14,0,nt
COc1c(N)c2ccccc2[nH]c1=O,92,-21,26,-3.0,91,6,-11,-51,3,-1
COc1cc(C(c2c(C)[nH][nH]c2=O)c2c(C)[nH][nH]c2=O)ccc1OCc1ccc([N+](=O)[O-])cc1,70,-2,20,-4.9,72,-6,16,nt,0,-1
CCN1CCN(C(=O)CN(CC)S(=O)(=O)c2ccc(Cl)cc2)CC1,104,-51,29,-1.1,97,-7,-5,11,0,1
CC1(C(=O)O)COC(c2ccc([N+](=O)[O-])cc2)OC1 (configuration not stated),107,-44,19,-0.1,101,-5,-5,-7,2,-1
Cc1ccc(-c2ccc(=O)n(CC(=O)Nc3cccc(C(=O)N4CCN(C)CC4)c3)n2)cc1,88,-13,3,-2.5,89,-5,0,nt,-3,-1
CCN(CC)C(=O)CN(C)S(=O)(=O)c1cccc2nsnc12,97,-55,2,-0.2,103,-1,-1,nt,10,-1
O=C(COC(=O)c1c2ccccc2cc2ccccc12)Nc1ncc(C(F)(F)F)cc1Cl,98,-37,15,-2.5,83,-10,-5,14,8,0
Cc1nc(SCC(=O)N(C)Cc2ccco2)c2c(C)c(C)sc2n1,50,-22,6,-2.2,38,-1,-12,8,4,0
Cc1cccc2sc(N(CCCN(C)C)C(=O)CCc3ccccc3)nc12,1.9*,-10,6,-6.7,1.6*,-4,21,-3,7,11
Cc1ccc(CNC(=O)CSc2c3c(nc4cc(Cl)ccc24)CCCC3)o1,62,-33,16,-6.3,71,16,-11,18,1,-2
O=C(CSc1nnc2ccccn12)N1CCc2ccccc2C1,98,-25,24,-1.4,91,-1,-3,-9,-1,0
Cc1nc2ccccc2n1CC(O)COC1CCCCC1 (configuration not stated),85,-24,11,-1.1,77,16,nt,-15,3,nt
